GC-A act: GC-A (human) enzyme activation | HEK293 GC-A cells, cGMP TR-FRET, EC30 ANP; 0% at EC30 ANP, 100% saturating ANP | activation, % at 10 µM | actives 0.14% (n = 370,000) | AID 1671463; in the data active = activation above about 40%
SMARCA2 act: activators of SMARCA2 function; MG213 cells, MMTV-luciferase reporter, dexamethasone, overnight; activation, % at 9.1 µM; actives 1% (n = 370,000); in the data active = activation above about 7.8%;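 note: 0% = vehicle wells and 100% = reference activator wells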
DAX1 inh-1: DAX1 (NR0B1) inhibition, primary screen. inhibition, % at 6.8 µM. actives 1.1% (n = 370,000). AID 652010. HEK293T StAR-luciferase reporter, SF-1/DAX-1 repression relief;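 active = inhibition above the mean over all tested compounds plus 3 SD, cut at about 3.6% in these data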;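 note: 0% = DAX-1 cells with DMSO and 100% = cells lacking DAX-1 with DMSO; higher inhibition means more luminescence from relief of DAX-1 repression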
hgDAF-12 ag: agonists of H. glycines DAF-12 nuclear receptor. HEK293 GAL4-hgDAF12 UAS-luciferase reporter, agonist luminescence; normalized to butyrate control. activation, % at 6.8 µM. actives 1.8% (n = 370,000). AID 687014;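 active = activation above a cutoff set at the mean of all screened compounds plus 3 SD, cut at about 10% in these data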;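 note: 0% = DMSO wells and 100% = sodium butyrate wells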
FXN GAA850 act: frataxin GAA850 promoter activation. HEK293 lucGAA850 FXN promoter luciferase reporter, 24 h; percent of 10 µM SAHA response. activation, % at 6 µM. actives 0.56% (n = 360,000);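 active = activation above the average of all compounds screened plus 3 SD, cutoff fixed separately per campaign, cut at about 7.5% in these data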;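 note: 0% = DMSO wells and 100% = 10 µM SAHA wells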
ssDAF-12 act: activators of S. stercoralis DAF-12 nuclear receptor; actives 1% (n = 370,000); activation, % at 6.8 µM; HEK293 ssDAF-12/GRIP1 lit1-tk-luc reporter, luminescence; % of 3 µM dafachronic acid response;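 active = activation above the mean over all tested compounds plus 3 SD, cut at about 0.9% in these data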;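 note: 0% = DMSO-only wells and 100% = 3 µM delta7-dafachronic acid wells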
sPLA2-III inh: Inhibits HGIII-sPLA2 liposome hydrolysis, primary screen; inhibition, % at 12.2 µM; Q9NZ20; QFRET BODIPY PC-A2 liposome hydrolysis, fluorescence; actives 0.56% (n = 370,000);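 active = inhibition above mean plus 3 SD of compounds lying within the high and low control bounds, cut at about 19% in these data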;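 note: 0% = median of test compound wells and 100% = no enzyme DMSO wells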
Target sequence (Q9NZ20 whole entry, looked up): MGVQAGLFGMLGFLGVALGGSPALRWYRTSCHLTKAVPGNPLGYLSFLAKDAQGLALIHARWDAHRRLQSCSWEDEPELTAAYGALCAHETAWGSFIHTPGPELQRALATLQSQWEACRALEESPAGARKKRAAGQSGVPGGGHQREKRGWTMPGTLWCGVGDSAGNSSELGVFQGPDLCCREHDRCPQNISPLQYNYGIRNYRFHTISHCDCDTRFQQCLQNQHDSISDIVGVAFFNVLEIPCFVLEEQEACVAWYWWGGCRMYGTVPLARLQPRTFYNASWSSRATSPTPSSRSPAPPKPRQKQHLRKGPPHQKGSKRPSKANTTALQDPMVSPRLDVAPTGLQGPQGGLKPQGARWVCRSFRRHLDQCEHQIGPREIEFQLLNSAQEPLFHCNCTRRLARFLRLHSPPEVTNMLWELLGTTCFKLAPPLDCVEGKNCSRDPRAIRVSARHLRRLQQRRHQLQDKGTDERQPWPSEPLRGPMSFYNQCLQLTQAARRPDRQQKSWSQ
NPR2 activator: GC-B (human) receptor activation. HEK293-GC-B cells, CNP EC30, cGMP TR-FRET; 0% at EC30 CNP, 100% saturating CNP. activation, % at 10 µM. actives 0.11% (n = 370,000);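 active = activation at 10 µM reaching about 35% in either raw or pattern-adjusted values, limit read from the data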
hcDAF-12 act: H. contortus DAF-12 activation, primary screen; actives 1.4% (n = 370,000); activation, % at 6.8 µM; HEK293 hcDAF-12 lit1-tk-luc reporter, luminescence; 0% DMSO, 100% Δ7-dafachronic acid;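 active = activation above the mean of all tested compounds plus 3 SD, cut at about 5.5% in these data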;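 note: 100% = response to 3 µM Δ7-dafachronic acid high control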
KLK7 zymogen act: activates the human kallikrein-7 zymogen; activation, % at 7 µM; AID 652039; actives 0.9% (n = 370,000); P49862; purified proKLK7, EDANS-DABCYL substrate fluorescence; 100% is mature enzyme control, 0% vehicle;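 active = activation above the mean of all tested compounds plus 3 SD, computed per campaign excluding outliers beyond control limits, cut at about 13% in these data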
DAX1 inh-2: inhibitors of human orphan nuclear receptor DAX1 (NR0B1); P51843; HEK293 Gal4-DAX1 luciferase reporter, luminescence; inhibition, % at 6.75 µM; actives 0.99% (n = 340,000); AID 504766;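 active = inhibition above the mean over all tested compounds plus 3 SD, cut at about 4.2% in these data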;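 note: 0% = DAX1-transfected cells with DMSO and 100% = empty-vector control cells with DMSO; inhibition shows as a rise in luminescence from relieved DAX1 repression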
Target sequence (P51843 207-470 limits assumed): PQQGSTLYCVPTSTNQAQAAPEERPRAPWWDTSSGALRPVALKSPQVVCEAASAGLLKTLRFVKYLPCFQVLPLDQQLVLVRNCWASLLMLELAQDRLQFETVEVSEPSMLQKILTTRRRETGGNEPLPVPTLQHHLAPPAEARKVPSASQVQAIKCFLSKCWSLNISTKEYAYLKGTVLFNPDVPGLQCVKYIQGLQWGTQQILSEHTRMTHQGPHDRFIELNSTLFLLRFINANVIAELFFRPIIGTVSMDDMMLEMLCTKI
The depositor's hits bear a star; . = not tested or not shown.

SMILES	GC-A act	SMARCA2 act	DAX1 inh-1	hgDAF-12 ag	FXN GAA850 act	ssDAF-12 act	sPLA2-III inh	NPR2 activator	hcDAF-12 act	KLK7 zymogen act	DAX1 inh-2
CN(c1ccccc1C(=O)Nc1ccc(S(=O)(=O)N2CCOCC2)cc1)S(C)(=O)=O	-2	-2	-0.7	-1.2	0.1	-0.2	0	1	1.3	0.3	-0.9
CC(C)c1ccc(NC(=O)COc2nncc3ccccc23)cc1	4	2	0.4	-3.5	3.7	-0.7	-2	-5	-0.4	0.0	-1.3
Cc1ccc(S(=O)(=O)N(C)C)cc1NC(=O)[C@H](Cc1ccccc1)N1C(=O)c2ccccc2C1=O	-4	-1	0.1	-1.7	-0.9	-1.2	-13	-3	-1.2	0.4	0.5
O=C(CC1S/C(=N/N=C/c2c[nH]c3ccccc23)NC1=O)Nc1ccccc1 (configuration not stated)	-3	0	-0.5	2.4	1.9	-0.2	-40	3	5.0	-0.9	1.3
COc1ccccc1N(C)C(=O)c1cc(S(=O)(=O)N2CCCC2)cn1C	2	-1	-0.3	-2.5	0.4	-0.9	-2	5	-1.1	-0.3	-0.6
COc1cccc(CN2CCCC(N3CCc4ccccc4C3)C2)c1O (configuration not stated)	-6	1	0.0	-1.6	2.0	0.1	1	0	-0.1	-0.1	0.3
CN(C)/N=C/c1ccc([N+](=O)[O-])cc1[N+](=O)[O-]	-1	0	-0.1	-1.4	-0.7	-0.4	2	0	4.7	-1.2	0.8
CC(Sc1nnc2n1CCCCC2)C(=O)Nc1cccc(S(=O)(=O)N2CCOCC2)c1 (configuration not stated)	1	-2	-0.5	1.1	2.9	-1.2	7	2	-0.5	0.3	-1.2
Cc1cccc(NC(=S)N2CCN(C(=O)c3ccco3)CC2)c1C	-1	3	0.4	0.0	0.8	-0.7	7	-6	-1.4	0.1	-0.6
CCc1nnc(NC(=O)c2nc(S(=O)(=O)Cc3ccccc3)ncc2Cl)s1	6	-14	0.4	-1.9	-10	-0.8	-1	5	-1.8	1.8	3.5
CCCC(=O)OC[C@H]1CN(C2CCCC2)S(=O)(=O)c2c(Oc3ccc(F)cc3OC)cccc2O1	-2	0	-0.5	-0.9	.	-1.1	-10	-2	-0.7	0.6	.
COC(=O)c1cccc(N(CC(=O)NCC2CCCO2)C(=O)CCC(=O)Nc2cc(C)on2)c1 (configuration not stated)	-1	1	0.7	1.3	2.1	-0.6	3	0	1.8	-1.2	0.1
COC(=O)C1=C(C)N(CCCC(=O)O)C(=O)NC1c1ccccc1OS(=O)(=O)c1ccc([N+](=O)[O-])cc1 (configuration not stated)	2	2	0.0	-1.0	1.7	-1.0	-5	5	-0.9	0.3	0.1
O=C(NCC1CCCN1S(=O)(=O)c1cccs1)c1ccccc1 (configuration not stated)	1	0	-0.7	0.7	0.7	-0.4	-8	1	0.0	0.1	-0.1
CCOC(=O)CC(S(=O)(=O)c1ccccc1)S(=O)(=O)c1ccccc1	6	-5	-0.6	-3.5	2.2	0.3	13	8	0.6	-0.9	0.9
CS(=O)(=O)c1ccc(-c2csc(C(O)(c3ccccc3)C(F)(F)F)n2)cc1 (configuration not stated)	-5	-3	-3.1	-1.0	-0.1	-1.2	-18	6	-0.5	-0.6	.
Clc1cccc(Cc2ccc(Cl)nn2)c1	-5	-1	0.1	2.8	0.5	-1.5	0	-2	0.0	0.1	-0.6
CCOc1ccc(NC(=O)CN(C)C(=O)CCc2nc3ccccc3c(=O)[nH]2)cc1OCC	0	-3	0.5	0.7	-1.1	-0.7	-8	-6	-0.1	-0.6	-0.2
O=c1oc2ccccc2c(Nc2ccccc2)c1[N+](=O)[O-]	5	1	-0.6	0.3	3.9	-1.4	-2	3	-1.6	-0.1	0.4
COc1ccccc1C(=O)NC(C)c1ccc(-n2ccnc2)cc1 (configuration not stated)	-2	-1	0.9	-2.1	1.3	-0.9	-1	-5	-1.2	-0.3	-0.4
COCCNC(=O)Cc1c(C)c2cc3c(cc2oc1=O)OC(C)(C)CC3	7	2	-0.3	-1.7	3.6	-0.7	1	1	1.5	13*	2.1
CC(=O)NC(Cc1c[nH]c2ccccc12)C(=O)NCc1ccco1 (configuration not stated)	2	-2	0.2	0.0	-2.1	-0.8	-4	-1	-0.6	0.4	-1.4
O=C(CNC(=O)N1CC(=O)Nc2ccccc21)Nc1ccc(Cl)cc1Cl	-4	-3	0.8	3.9	-1.2	-1.1	2	-1	0.7	0.2	1.3
CSc1nc2ccc(NS(=O)(=O)c3ccc([N+](=O)[O-])cc3)cc2s1	6	-5	0.0	-1.2	0.5	-1.5	-7	6	-0.4	0.1	.
CC(=O)Nc1cc(-c2ccccc2CN(C)C)cn2c(-c3ccc(F)c(Cl)c3)cnc12	-10	-2	1.9	-1.8	-6.6	-0.5	0	-4	0.5	0.9	.
C/C=C/c1ccc2c(c1)O[C@@H](CN(C)C(=O)c1ccc(F)cc1)[C@@H](C)CN([C@H](C)CO)S2(=O)=O	2	-3	4.8*	-2.1	2.3	-1.4	-14	-1	-2.4	0.0	1.0
COc1cc(/C(C)=N/NC(=O)Cc2c(C)[nH][nH]c2=O)ccc1O	-1	-1	0.0	-1.7	2.2	-0.1	1	2	-0.1	-0.6	-0.4
C(=C\c1ccccc1)/CN1CCN(C(c2cc3ccccc3o2)c2nnnn2C2CCCC2)CC1 (configuration not stated)	-1	-3	0.6	-0.5	.	-1.5	6	-5	1.1	-0.4	.
COc1ccccc1C1=NN(C(=O)c2ccccc2)C(c2ccc(Br)cc2)C1 (configuration not stated)	-2	2	-0.1	-0.7	0.4	-0.7	-1	0	0.1	0.0	-1.4
Nc1cccc2c(O)cccc12	-6	-7	0.7	-0.8	1.9	-0.5	16	-4	0.6	-2.2	1.3
CN1CCN(Cc2nc(N)nc(Nc3ccc4c(c3)OCCO4)n2)CC1	5	1	0.8	5.2	2.1	-0.2	5	6	1.1	-0.6	3.0
Cc1ccc(Cn2c(C)c3cnn(CC(=O)NC4CCCC4)c(=O)c3c2C)cc1	6	-1	-0.1	3.7	0.1	-0.5	-2	6	0.7	0.2	0.7
CC(C)c1ccc(CN2CCC2(C)C(=O)Nc2cccc(Oc3ccccc3)c2)cc1 (configuration not stated)	2	-7	0.3	0.0	0.2	-0.9	-1	4	0.0	-0.1	.
COc1ccc(C(=O)NCc2cn3ccccc3n2)cc1	-5	2	-0.5	-0.6	1.9	-1.3	6	6	-0.8	0.1	1.1
COc1cc(C2C(C#N)=C(N)N(c3cccnc3)C3=C2C(=O)CC(C)(C)C3)ccc1O (configuration not stated)	5	2	0.0	-1.3	0.2	-1.5	-20	3	-1.7	0.0	0.1
COc1cc(CN2CCC(C(=O)N3CCCC(C)C3)CC2)cc(Br)c1O (configuration not stated)	0	0	0.3	-1.9	-0.6	-1.4	-3	1	-0.4	0.9	2.5
CCOC(CNC(=O)CN1C(=O)COc2ccc(S(=O)(=O)N3CCCC3)cc21)OCC	2	3	0.4	-0.7	0.5	0.6	5	1	1.2	-0.2	0.3
CCc1nn(CC(=O)N2CCN(Cc3ccc4c(c3)OCO4)CC2)c(=O)c2cc3occc3n12	-7	1	-1.5	-1.3	-2.4	-1.5	2	5	-2.9	-0.4	-1.6
CCOc1ccccc1NC(=O)CSc1nc(=O)n(CCCN2CCOCC2)c2c1CCC2	0	-1	-1.5	0.8	-1.6	-1.6	13	2	0.2	-0.8	-1.7
Cn1c(=O)c2c(nc(CN3CCc4ccccc4C3)n2CCCO)n(C)c1=O	1	0	0.4	-1.9	0.9	-1.2	15	1	4.0	0.5	-1.2
Cc1cc2oc(=O)cc(CN3CCN(S(=O)(=O)c4cccs4)CC3)c2cc1C(C)C	-9	3	-0.8	0.1	0.7	-1.1	3	-3	-1.8	0.1	0.3
CCOC(=O)c1[nH]c(C)c(C(=O)N(CC)CC)c1C	1	2	0.0	1.0	0.8	-0.8	5	0	2.1	0.1	0.9
Cc1[nH]n(-c2ccccc2)c(=O)c1/C=N/c1ccccn1	6	-1	-0.2	1.2	-1.9	-0.5	0	0	1.4	-0.1	1.0
O=C(CCNC(=O)c1ccccc1Cl)Nc1ccc(Br)c(C(F)(F)F)c1	0	-1	0.3	-0.1	2.2	19*	3	-3	0.0	0.6	0.3
CC(C)OC(=O)c1cccc2c1C(=O)c1ccccc1-2	8	2	-0.3	1.9	5.8	-0.6	-5	5	-1.3	0.4	0.8
CCOC(=O)CNC(=O)/C=C/c1c(Cl)cccc1Cl	1	6	-0.4	3.0	1.7	-0.6	-5	3	-1.4	-0.3	-0.2
COc1ccccc1C(=O)NCCn1cc(SCC(=O)Nc2cc(C)on2)c2ccccc21	-16	-2	-1.9	-3.0	-0.8	-2.5	-8	-9	-3.6	-0.6	2.3
CCc1nnc(SCc2ccc(CSc3nnc(CC)n3N)cc2)n1N	3	-2	0.7	2.0	0.3	-1.1	-3	2	-0.6	-0.1	-0.1
O=C(N[C@@H](Cc1cccnc1)C(=O)N1CCC[C@H]1C(=O)NCCc1ccccc1Cl)C1CC1	2	-5	0.2	3.6	.	-1.2	4	3	-1.6	-0.3	.
Brc1ccc(COc2cccc3cccnc23)cc1	-7	6	0.8	5.0	4.5	-1.7	-8	-6	0.1	-0.4	.
Cc1noc(C)c1S(=O)(=O)N(C)C[C@H]1OCc2cnnn2CCCC(=O)N([C@@H](C)CO)C[C@H]1C	2	4	0.1	-0.5	-0.7	-1.2	-6	1	0.7	-0.3	-0.1

Bioassay records (PubChem BioAssay)
